# High-throughput results (PubChem)
# MC4R antag cAMP = blocks human MC4R cAMP signaling; MC4R-expressing cells, MTII-stimulated cAMP, LANCE TR-FRET; inhibition, % at 6.5 µM; 0.48% of 360,000 active; AID 540295;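 active = inhibition above its plate's cutoff, the mean of tested wells on that plate plus 3 SD, cut at about 29% in these data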;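 also: 0% = Melanotan II alone and 100% = Melanotan II plus saturating MCL0020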
#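 System – human MC4R-expressing U2OS cells · Also added – Melanotan II · Dosing – one concentration, 6.5 µM nominal · Timing – 30-min compound, 1-h challenge, 1-h detection, room temperature · Measured by – Eu-cAMP/anti-cAMP TR-FRET, emission 671 nm · Replicates – singlicate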
# ABHD5 PLIN5 PPI = ABHD5-PLIN5 protein interaction inhibition | Q00G26+Q8WTS1 | Split G. princeps luciferase complementation, luminescence, 4 h | inhibition, % at 4 µM | 0.78% of 360,000 active;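 active = inhibition above the mean inhibition across every tested compound plus 3 SD, cut at about 22% in these data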;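 also: 0% = DMSO only wells and the 100% control is not disclosed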
# Exocytosis inh = blocks lytic granule exocytosis. TALL-104 LAMP-1 surface exposure, flow cytometry; cells stimulated with thapsigargin and PMA. inhibition, % at 10 µM. 0.66% of 360,000 active;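 active = inhibition above about 55%, limit read from the data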
# N-glyco inh = blocks N-linked glycosylation in D54 reporter cells; reporter increase, % at 12.5 µM; D54 ERlucT glycosylation luciferase reporter, 24 h; percent of 100 nM tunicamycin response; 0.23% of 360,000 active;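 active = mean luciferase reporter signal, scaled so untreated is 0 and the glycosylation-blocking control 100, at or above a set limit in every replicate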;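 also: luciferase carries N-glycosylation sites so blocking glycosylation raises the light; 0% = median of neutral control wells and 100% = median of 100 nM tunicamycin wells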
# PDI inh = blocks human protein disulfide isomerase activity; P07237; PDI insulin aggregation turbidity, A650, 90 min; inhibition, % at 10 µM; 0.052% of 350,000 active; AID 588391;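 active = mean inhibition across replicates of 30% or more, whatever share of single replicates reach that level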;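 also: absorbance from insulin aggregation driven by PDI reduction with DTT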
# HTR2A ag = mouse HTR2A agonism via beta-arrestin recruitment; 0.66% of 360,000 active; P35363; activation, % at 7.6 µM; CHO-K1 mHTR2A beta-arrestin complementation, luminescence; percent of 30 µM serotonin response;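 active = activation above a run cutoff, the mean activation of all tested compounds plus 3 SD, cut at about 14% in these data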;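 also: 0% = plate median of compound wells and 100% = 30 µM serotonin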
# ABCB6 inh MLPCN = blocks the human ABCB6 transporter; Q9NP58; K562-ABCB6 porphyrin accumulation, flow cytometry, 1 h; stronger effect = lower value; fluorescence ratio to DMSO, % at 10 µM; 0.19% of 360,000 active; AID 602162;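 active = fluorescence ratio to DMSO below 75%, the collection mean minus 3 SD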;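 also: signal is porphyrin accumulated inside mitochondria; 100% equals median channel fluorescence of DMSO control wells; lower ratio means ABCB6 inhibition with less porphyrin fluorescence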
# Target sequence (Q9NP58 whole entry, looked up): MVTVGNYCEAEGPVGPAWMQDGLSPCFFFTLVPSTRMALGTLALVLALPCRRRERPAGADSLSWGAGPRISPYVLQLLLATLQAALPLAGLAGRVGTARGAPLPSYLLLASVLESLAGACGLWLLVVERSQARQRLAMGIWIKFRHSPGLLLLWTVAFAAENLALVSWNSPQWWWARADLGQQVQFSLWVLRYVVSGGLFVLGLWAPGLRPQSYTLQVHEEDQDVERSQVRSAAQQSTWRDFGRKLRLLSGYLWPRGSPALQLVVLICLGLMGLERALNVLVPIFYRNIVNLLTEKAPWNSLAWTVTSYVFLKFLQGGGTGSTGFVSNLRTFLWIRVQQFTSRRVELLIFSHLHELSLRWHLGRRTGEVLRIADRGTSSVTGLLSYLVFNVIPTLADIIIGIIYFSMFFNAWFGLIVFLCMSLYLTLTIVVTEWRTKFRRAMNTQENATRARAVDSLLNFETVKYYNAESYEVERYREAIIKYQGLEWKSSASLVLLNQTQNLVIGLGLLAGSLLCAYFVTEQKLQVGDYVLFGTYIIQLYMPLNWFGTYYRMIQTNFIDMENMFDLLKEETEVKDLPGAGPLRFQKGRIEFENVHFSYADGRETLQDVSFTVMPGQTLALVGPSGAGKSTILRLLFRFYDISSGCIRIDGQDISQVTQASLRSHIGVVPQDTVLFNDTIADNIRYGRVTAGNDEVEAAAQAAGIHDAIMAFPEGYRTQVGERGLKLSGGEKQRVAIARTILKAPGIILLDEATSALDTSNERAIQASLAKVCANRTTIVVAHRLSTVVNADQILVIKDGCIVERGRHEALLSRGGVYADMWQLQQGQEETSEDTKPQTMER
# CaV13 ICDI inh = Primary screen for inhibitors of IQ motif and Ca2+-dependent inactivation inhibitor domain binding in CACNA1D, Förster resonance energy transfer in living cells, …; HEK cells, CFP/YFP FRET ICDI-IQ, plate reader, 10 min; percent FRET-ratio fall versus neutral wells; inhibition, % at 12.3 µM; 0.098% of 340,000 active;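 active = mean replicate inhibition of at least 30% and at least 1% of replicates passing that level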;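 also: 0% = median of the neutral control wells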
# H9c2 protect = protects H9c2 cardiomyocytes from peroxide injury; H2O2 injury protection, ATPLite, 2 h; 0.63% of 360,000 active; protection from H2O2 cell death, % at 20 µM; AID 588492;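 active = compounds giving at least 50% protection of heart cells from peroxide-induced death in the single-dose screen, raw or plate-pattern-corrected value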;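 also: 0% = DMSO wells with peroxide and 100% = DMSO wells without peroxide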
# MC4R barr agon = activates human MC4R beta-arrestin recruitment | P32245 | U2OS MC4R beta-arrestin complementation, luminescence; percent of melanotan II response, DMSO zero | activation, % at 8.9 µM | 0.98% of 360,000 active | AID 540308;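 active = activation above a per-plate cutoff, the mean activation of sample wells on that plate plus 3 SD, cut at about 8% in these data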
# Starred values were filed as active, the others as inactive; / = no result given.
SMILES,MC4R antag cAMP,ABHD5 PLIN5 PPI,Exocytosis inh,N-glyco inh,PDI inh,HTR2A ag,ABCB6 inh MLPCN,CaV13 ICDI inh,H9c2 protect,MC4R barr agon
CCOC(=O)c1c(C)[nH]c(C)c1C(=O)COC(=O)C1CC(=O)N(CCc2ccccc2)C1 (configuration not stated),4,1,15,4,-6,4,103,-6,8,-1.2
CC(=O)Oc1cc2oc(=O)cc(C)c2cc1Cl,4,4,-6,0,5,10,101,14,8,0.7
O=C1c2ccccc2C(Nc2ccc(S(=O)(=O)N3CCCCC3)cc2)N1Cc1ccco1 (configuration not stated),12,3,-5,-3,/,0,99,-6,-1,-0.6
CCOc1ccc(S(=O)(=O)NCc2ccco2)cc1,-3,-2,-1,0,5,0,89,/,6,-3.1
CC1CCN(S(=O)(=O)c2ccc3c(c2)C(=NO)c2cc(S(=O)(=O)N4CCC(C)CC4)ccc2-3)CC1,3,-1,24,-14,-8,9,70*,/,-29,34*
CCN(C(=O)CN1C(=O)S/C(=C\c2cccc(Cl)c2)C1=O)C1CCS(=O)(=O)C1 (configuration not stated),8,3,2,4,-6,-6,102,-8,6,-3.4
NNC(=O)CC1NCCN(Cc2ccccc2)C1=O (configuration not stated),-2,-1,-2,0,3,-1,90,-3,1,-0.4
O=C(O)CC(c1ccc(Br)cc1)N1Cc2ccccc2C1=O (configuration not stated),9,10,1,0,-4,8,97,-7,0,-1.0
O=C(NNC(=S)NCC1CCCO1)c1ccc(S(=O)(=O)N2CCOCC2)cc1 (configuration not stated),9,2,-2,1,-1,-1,99,-4,12,-0.6
Cc1ccc(-c2nc3ccccc3[nH]2)cc1NC(=O)c1sc2cc(Cl)ccc2c1Cl,0,8,-1,-2,9,5,97,-5,1,0.0
CC(C)C(NC(=O)C12CC3CC(CC(C3)C1)C2)C(=O)N/N=C/C1=C(N2CCOCC2)C(=C\c2ccc([N+](=O)[O-])cc2)/CC1 (configuration not stated),14,-7,0,-2,2,-1,169,-4,2,-1.8
COC(=O)c1cc(-c2ccc(NC(C)=O)cc2)nc2ccccc12,2,4,-2,1,4,0,100,-2,16,-1.3
Cn1c(N)c(C(=O)COC(=O)CCC(=O)c2cccs2)c(=O)n(C)c1=O,14,3,-4,-1,3,3,96,/,4,-1.1
CCOc1ccc(C(=O)COC(=O)c2c(-c3ccccc3)noc2C)cc1,-2,-4,-5,13,0,5,98,-5,-6,-1.4
O=C(NCC(O)COc1ccc([N+](=O)[O-])cc1)c1ccccc1 (configuration not stated),7,3,2,2,12,-1,101,-20,-2,-2.0

# Complete entries as entered above. Order of values: MC4R antag cAMP, ABHD5 PLIN5 PPI, Exocytosis inh, N-glyco inh, PDI inh, HTR2A ag, ABCB6 inh MLPCN, CaV13 ICDI inh, H9c2 protect, MC4R barr agon
# Cc1ccc(-c2nc3ccccc3[nH]2)cc1NC(=O)c1sc2cc(Cl)ccc2c1Cl is listed as 0, 8, -1, -2, 9, 5, 97, -5, 1, 0.0
# CCOc1ccc(S(=O)(=O)NCc2ccco2)cc1 is listed as -3, -2, -1, 0, 5, 0, 89, /, 6, -3.1
# COC(=O)c1cc(-c2ccc(NC(C)=O)cc2)nc2ccccc12 is listed as 2, 4, -2, 1, 4, 0, 100, -2, 16, -1.3

# (listing goes on)
SMILES,MC4R antag cAMP,ABHD5 PLIN5 PPI,Exocytosis inh,N-glyco inh,PDI inh,HTR2A ag,ABCB6 inh MLPCN,CaV13 ICDI inh,H9c2 protect,MC4R barr agon
Clc1cccc(Cl)c1Cn1c(-c2cccnc2Cl)nc2ccccc21,2,8,0,2,-3,-4,99,-9,1,-0.4
O=C(N/N=C/c1ccccc1Br)c1cccc(S(=O)(=O)N2CCOCC2)c1,4,3,-3,-2,1,0,100,-5,-2,-0.5
CCOc1ccc(S(=O)(=O)N2CC(=O)Nc3ccccc32)cc1,2,3,4,16,-11,1,104,-20,8,-0.5
CCN(CC)S(=O)(=O)c1cccc(-c2nnc(SCCOc3ccccc3C)o2)c1,2,-5,2,-2,1,-4,97,-5,-12,0.7
COc1ccc(CNC(=O)C2CCN(S(=O)(=O)N3CCC(C)CC3)CC2)c(OC)c1,5,-2,2,-1,1,0,96,-4,7,-1.8
O=C(c1nc2nc(-c3cccs3)cc(C(F)(F)F)n2n1)N1CCN(Cc2ccccc2)CC1,-1,8,1,5,2,1,100,-5,2,-1.6
CCN(C(=O)CN1CC(C)OC(C)C1)c1c(N)n(Cc2ccccc2)c(=O)[nH]c1=O (configuration not stated),-1,-2,1,3,5,3,87,-2,0,-1.5
CCN(CC)CCN(Cc1cc2cc3c(cc2[nH]c1=O)OCCO3)C(=S)NCCCN(C)C,1,-7,-10,2,5,-2,92,-3,-3,-0.2
Cc1ccc(NC(=O)C2CCN(S(=O)(=O)c3cnc[nH]3)CC2)nc1,1,-5,0,0,2,0,92,/,0,-2.3
Cc1c(/C=C/C(=O)c2ccc(Cl)s2)cnn1C,0,10,-1,3,-8,2,98,-5,-6,-1.2
COc1cnc(-c2ccccn2)nc1Sc1ccc(Cl)cc1,5,-2,-2,7,-1,-1,103,-5,16,-1.6
Cc1ccc(Cl)cc1N1CCN(S(=O)(=O)c2ccc3[nH]c(=O)c(=O)[nH]c3c2)CC1,0,1,-1,3,-18,-1,90,-6,-13,1.4
CCN(C(=O)COc1ccc(C(C)=O)cc1)c1cccc2ccccc12,4,1,-2,-1,-7,-3,100,-3,-7,-1.5
CCOC(=O)c1c(C)[nH]c(C(=O)NNC(=O)c2ccccc2F)c1C,7,-3,-9,-4,-4,1,103,-7,-4,2.9
CCCCNC(=O)[C@@H]1CC=C[C@@H]2CCN(Cc3ccc(Cl)c(Cl)c3)C(=O)[C@@H]21,10,-2,-3,0,-4,-1,97,-8,-13,5.0
CCSc1nnc(NC(=O)NCC(F)(F)F)s1,0,-2,-1,2,-7,-1,93,-5,-17,-1.0
Cc1ncsc1CCOC(=O)c1cccnc1,7,1,-1,0,14,-2,103,-8,5,0.1
O=C1c2cnc3nc(SCc4ccccc4)nn3c2CC2c3ccccc3CCN12 (configuration not stated),15,4,2,2,2,1,96,-3,41,-1.5
CC(C)CCNc1nnnc2c1sc1nc(N3CCOCC3)c3c(c12)CC(C)(C)SC3,6,-5,0,0,3,-7,94,/,11,2.9
CCN(CC(=O)NCc1cccs1)C(=O)c1ccc(-c2ccccc2F)o1,2,-2,-2,0,0,-3,95,-2,-4,-1.6
CCOC(=O)C1CCCN(C(=O)c2sc3nc(C)nc(N4CCOCC4)c3c2C)C1 (configuration not stated),12,2,-5,2,5,5,99,-4,-4,-0.5
Nc1c(Cl)cc2c(c1Br)Cc1ccccc1-2,5,-1,11,1,-8,-2,97,-16,-8,-1.9
CCOc1cc(-c2nc(-c3ccc(C)nc3OC)no2)cc(OCC)c1OCC,7,-1,-4,2,12,4,104,-5,-2,-1.8
Cc1ccc(CCc2nnc(SCC(=O)Nc3cc(Cl)ccc3Cl)n2-c2ccccc2)o1,13,2,0,-3,10,-3,96,-3,-11,-0.6
Cc1ccc(-c2n[nH]c(=S)n2/N=C/C=C\c2ccccc2[N+](=O)[O-])cc1,3,0,-3,-1,-1,1,97,-6,1,-2.0
Cc1ccc(N2CCN(S(=O)(=O)c3cccs3)CC2C)cc1 (configuration not stated),3,2,1,-3,15,0,93,-5,-12,0.0
O=C(Nc1ccc(Br)cc1)C1CC=CCC1C(=O)OCC1CCCO1 (configuration not stated),-3,8,4,-1,-5,0,109,-8,-3,4.2
COc1ccc(C(=O)NCC(=O)NCc2cc(=O)n(C)c(=O)n2C)cc1,-1,-2,-2,1,3,-1,100,-7,-4,-1.9
COCCN(C(=S)Nc1cccc(OC)c1)C1CCN(C(C)=O)CC1,-5,-4,-4,0,-7,4,89,-5,3,2.5
CC(C)Cn1c(N)c(C(=O)COC(=O)/C=C/c2ccccc2)c(=O)n(C)c1=O,0,4,-5,0,13,12,97,-1,-22,0.0
Cc1cc2ccccc2n1CCNC(=O)c1ccc(S(=O)(=O)N2CCOCC2)cc1,5,19,-2,1,4,-10,107,-7,2,-1.5
COc1cc(OC)c(NC(=O)C2CCCN2C(=O)OCc2ccccc2)cc1Cl (configuration not stated),-4,-3,-1,1,15,-9,102,-14,9,-1.3
Cc1cccc(C)c1N(CC(=O)N1CCCC1)S(C)(=O)=O,7,3,-1,2,3,2,94,0,3,0.5
COc1ccccc1NC(=O)Nc1ccnn1C1CCN(C(=O)c2cscn2)CC1,4,-4,8,1,4,-1,104,-7,3,-1.5
Cc1ccc(-n2ccnc2SCC(=O)O)cc1C,-5,-2,-1,0,-1,-2,95,3,1,-3.0
COc1cc(OC)cc(C(=O)NCC(=O)OCC(=O)c2ccc3c(c2)-c2ccccc2C3)c1,7,1,-10,3,5,-1,102,-13,-10,0.2
CCc1c(O)c(/C(C)=N\O)c(=O)n(-c2ccccc2)c1-c1ccccc1,2,1,-3,0,-2,3,92,-1,11,2.0
C[C@H](NC(=O)c1ccc(C(C)(C)C)cc1)C(=O)N1CCN(C/C=C/c2ccccc2)CC1,13,-2,-4,-5,9,-12,101,-7,-15,3.6
O=[N+]([O-])c1ccccc1CSc1nc2ccccc2o1,-1,4,3,0,-4,0,101,-8,-6,2.6
COc1ccc(-c2csc(NC(=O)C3CCN(C(=O)c4ccc(F)cc4)CC3)n2)cc1OC,10,8,12,-6,1,2,88,/,-1,-0.8
O=C(Nc1ccc(N2CCN(C(=O)c3ccc(Cl)cc3)CC2)cc1)c1ccc2c(c1)OCCO2,0,1,2,-13,1,4,88,-3,-13,0.1
C/C(CC(=O)NCc1ccco1)=N\NC(=O)c1ccc([N+](=O)[O-])cc1Cl,2,-11,-18,2,-1,7,88,-3,4,0.6
CCCn1c(-c2ccc(F)cc2)cnc1SCC(=O)O,4,-5,0,2,2,0,95,-4,14,1.1
COC(=O)N/N=C/c1cn(CCCOc2ccc(C)cc2)c2ccccc12,1,-7,3,-10,1,-2,96,-4,-16,0.2
CN(C)C(=O)N1CCC(C(=O)NCc2cccs2)CC1,-1,5,-3,0,-1,1,101,-8,2,-2.1
CCCCn1c(=O)[nH]c2c(oc3ccccc32)c1=O,16,-6,-7,4,-3,6,106,-3,3,-0.2
CNC(=O)c1c(NC(NC(=O)c2ccco2)C(=O)c2ccc(Cl)cc2)sc2c1CCCC2 (configuration not stated),4,-23,-3,0,-8,-1,109,-9,-6,-0.7
COc1ccc(/C=C/C(=O)N2CCN(S(=O)(=O)c3ccccc3)CC2)cc1OC,6,-3,-2,-1,0,-1,94,-6,16,-2.0
CCOC(=O)C1=C(C)NC(=O)C(C#N)C1c1ccncc1 (configuration not stated),4,-4,-2,1,2,9,100,-8,3,-2.2
Cc1ccc2[nH]c(=O)c(-c3nc4ccccn4c3NCc3ccco3)cc2c1,-7,-7,0,2,-5,-3,96,-4,2,2.1
COc1ccc(N2CCN(C(=O)CSc3nc4ccccc4c(=O)[nH]3)CC2)cc1,2,6,-3,-5,7,9,96,-7,48,-1.5
O=S(=O)(Cc1ccccc1Cl)Nc1ccccn1,5,7,-5,1,-3,0,98,/,2,2.0
CCCCn1c2c(c(=O)n(C)c1=O)C(c1ccc(OC)cc1)N1CCCCCC1=N2 (configuration not stated),-3,0,2,-1,-1,-1,103,-3,-4,0.5
